Screening results: PubChem BioAssay, several laboratories
NR5A2 inv ag – NR5A2 inverse agonism in reporter assay; 0.13% of 360,000 active; inhibition, % at 3.6 µM; HEK293T StAR-luciferase reporter, LRH-1 transfected, 24 h;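 active = inhibition above the mean inhibition of all tested compounds plus 3 SD, cut at about 73% in these data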;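 note: 0% = DMSO wells and 100% = reporter-only cells lacking LRH-1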
Target sequence (O00482 whole entry, looked up): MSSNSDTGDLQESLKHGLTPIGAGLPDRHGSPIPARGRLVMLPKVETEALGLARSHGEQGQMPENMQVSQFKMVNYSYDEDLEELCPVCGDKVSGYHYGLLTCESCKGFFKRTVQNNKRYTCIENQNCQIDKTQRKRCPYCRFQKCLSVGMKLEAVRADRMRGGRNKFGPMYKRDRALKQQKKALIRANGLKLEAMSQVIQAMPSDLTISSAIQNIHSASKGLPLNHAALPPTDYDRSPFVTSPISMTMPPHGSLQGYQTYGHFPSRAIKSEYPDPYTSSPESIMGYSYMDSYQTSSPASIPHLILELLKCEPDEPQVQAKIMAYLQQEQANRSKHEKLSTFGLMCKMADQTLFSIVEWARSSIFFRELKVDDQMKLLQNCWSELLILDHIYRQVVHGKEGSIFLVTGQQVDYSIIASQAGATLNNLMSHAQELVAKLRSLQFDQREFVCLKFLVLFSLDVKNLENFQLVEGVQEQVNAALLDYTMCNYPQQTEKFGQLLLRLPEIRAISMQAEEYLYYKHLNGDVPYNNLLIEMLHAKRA
TLR9-MyD88 inh – blocks human TLR9 binding to MyD88; Q9NR96+Q99836; CHO BLA complementation TLR9-MyD88, CCF4 FRET ratio; inhibition, % at 4.98 µM; 0.21% of 340,000 active;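 active = inhibition above the mean over all tested compounds plus 3 SD, cut at about 21% in these data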;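 note: 0% = DMSO only wells and 100% = clavulanate BLA inhibitor control wells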
TRAIL sens C8 – sensitizes caspase-8 expressing cells to TRAIL | NB7+C8 cells + TRAIL, ATPlite viability luminescence | inhibition (viability loss, TRAIL sensitization), % at 10 µM | 1% of 360,000 active | AID 624354;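 active = compounds causing at least 50% loss of cell viability in the single-dose screen, relative to plate controls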
NCOA3 inh – inhibitors of human steroid receptor coactivator 3 (SRC3) | Q9Y6Q9 | HEK293 GAL4-SRC3 luciferase reporter, luminescence | inhibition, % at 3.6 µM | 0.17% of 360,000 active | AID 588352;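 active = inhibition above a per-campaign cutoff, the mean of all compounds plus 3 SD, cut at about 60% in these data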;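 note: 0% = DMSO-treated cells and 100% = gossypol-treated cells at 36 µM; higher means less SRC3-driven luciferase light from the GAL4 reporter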
LMP1 NFkB inh – reduces LMP1-driven NF-kappaB luciferase signal; LMP1-induced NF-kappaB luciferase reporter cells, luminescence; inhibition, % at 12.5 µM; 0.69% of 350,000 active; AID 504558; in the data active = inhibition above about 41%;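 note: 0% = neutral control wells and 100% = reference inhibitor control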
NR2F2 inh – inhibitors of human COUP-TFII (NR2F2); HEK293T NGFI-A luciferase reporter, luminescence; inhibition, % at 8.6 µM; 0.7% of 370,000 active; AID 686940;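 active = inhibition above a per-plate cutoff, mean inhibition of test wells between control levels plus 3 SD, cut at about 38% in these data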;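 note: cells cotransfected with COUP-TFII expression vector driving the NGFI-A reporter; 0% = median of COUP-TF2 test wells and 100% = reporter-only cells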
Target sequence (P24468 whole entry, looked up): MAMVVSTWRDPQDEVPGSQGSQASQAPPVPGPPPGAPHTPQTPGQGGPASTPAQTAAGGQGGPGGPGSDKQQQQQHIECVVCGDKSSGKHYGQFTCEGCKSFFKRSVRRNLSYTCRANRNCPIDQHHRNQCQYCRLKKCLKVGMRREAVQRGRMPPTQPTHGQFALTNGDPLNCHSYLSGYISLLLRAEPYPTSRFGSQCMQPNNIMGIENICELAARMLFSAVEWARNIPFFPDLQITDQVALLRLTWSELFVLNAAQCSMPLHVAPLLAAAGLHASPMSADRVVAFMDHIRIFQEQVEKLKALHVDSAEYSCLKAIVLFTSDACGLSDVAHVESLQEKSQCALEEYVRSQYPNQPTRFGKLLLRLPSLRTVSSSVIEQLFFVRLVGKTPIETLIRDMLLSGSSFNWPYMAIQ
TROY signal inh – TROY signaling inhibition; inhibition, % at 10 µM; 0.98% of 360,000 active; Q293 LMP1-TROYcd NF-kB luciferase reporter, 4 h; AID 1347056;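 active = compounds whose plate-normalised and pattern-corrected inhibition of the luciferase reporter signal at the single screening dose is 50% or more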
NCOA1 inh – human NCOA1 inhibition; HEK293 GAL4-SRC1 luciferase reporter, luminescence; inhibition, % at 3.6 µM; Q15788; 0.12% of 360,000 active; AID 588354;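 active = inhibition above the campaign mean plus 3 SD, with each screening campaign given its own cutoff, cut at about 60% in these data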;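 note: 0% = DMSO treated cells and 100% = gossypol at 36 µM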
NCOA2 inhibitor – inhibits human steroid receptor coactivator 2; HEK293 GAL4-SRC2 luciferase reporter, luminescence; Q15596; inhibition, % at 9 µM; 0.17% of 370,000 active; AID 651957;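 active = inhibition above the mean inhibition of all tested compounds plus 3 SD, set per campaign, cut at about 52% in these data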;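 note: 0% = DMSO treated cells and 100% = cells given Gossypol at 36 µM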
NOD2-RIPK2 inh – NOD2-RIPK2 protein interaction inhibition; CHO BLA complementation NOD2-RIPK2, CCF4 ratio; inhibition, % at 4.98 µM; 0.38% of 360,000 active; in the data active = inhibition above about 21%;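 note: 0% = vehicle only and 100% = reference blocker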
Vif imaging – HIV Vif inhibition. HEK293T cells, Vif self-association by quenched fluorescence, imaging, 24 h. inhibition, % at 7.49 µM. 0.35% of 340,000 active. AID 602346; in the data active = inhibition above about 50%, passing the limit was not always enough; note: some results filed as inactive read as strong as hits
Numbers without * were called inactive; x = not tested or not shown. Only part of the results is shown; count on the stated rates, not on these rows.

Every second line gives: NR5A2 inv ag	TLR9-MyD88 inh	TRAIL sens C8	NCOA3 inh	LMP1 NFkB inh	NR2F2 inh	TROY signal inh	NCOA1 inh	NCOA2 inhibitor	NOD2-RIPK2 inh	Vif imaging
Cc1c(C)c2cc(Cl)c(OCC(=O)NCCCn3ccnc3)cc2oc1=O
→ -21	4	-20	-10	-2	-7	0	8	7	0	8
CCC(CC)C(=O)N(C)c1c(C)nc2c(OCc3cc(Cl)cc(Cl)c3)cccn12
→ 7	x	13	4	x	23	4	-4	10	3	-20
COc1ccc(OCC(O)Cn2c(Nc3ccccc3)nc3c2c(=O)n(C)c(=O)n3C)cc1 (stereo not drawn)
→ 15	2	-6	12	10	6	-4	-8	12	1	7
Cc1ccc2nc(SCc3nc4c(cnn4-c4ccccc4)c(=O)[nH]3)[nH]c2c1
→ 30	-10	23	13	4	19	50	1	-8	-15	1
Cc1ccc(NC(=O)C2(c3ccccc3)CC2(Cl)Cl)cc1C (stereo not drawn)
→ -30	4	20	-35	-20	-10	-37	-25	-63	-5	48
CC(=O)Nc1ccc(N/C=C/C(=O)c2ccc(C)o2)cc1
→ -20	6	33	-34	-18	5	-26	-64	-30	-5	3
CCOc1ccccc1NC(=O)CCS(=O)(=O)c1ccc2c(c1)CCN2C(C)=O
→ -6	-9	-14	4	-4	-6	7	6	-28	5	-2
CCOCCSC1=C(C#N)C(c2cccs2)C(C(C)=O)=C(C)N1 (stereo not drawn)
→ -32	0	-2	3	-3	4	15	-19	19	0	10
Cc1ccc(Cc2c(-c3ccc(Cl)cc3)nc3ccc(Br)cn23)cc1
→ -53	-14	16	-39	0	-29	-28	-45	-49	0	36
COc1ccc(-c2n[nH]c(=S)n2-c2ccc(C)cc2)cc1OC
→ 17	1	-4	-4	-4	5	-21	3	3	2	8
Cc1cc2c(NC(=O)CCCC(=O)O)cccc2nn1
→ 18	1	4	18	7	-19	-8	-35	-5	-14	11
CCc1cccc(C)c1NC(=O)c1cccc(N(C)C)c1
→ 18	8	-9	15	6	7	5	-7	11	7	4
CCOc1ccc(-c2nc(-c3cccnc3)no2)cc1OCC
→ -36	-9	-12	-20	9	2	-31	-22	-6	-6	4
Cc1nc(CCNC(=O)Cc2ccc(Cl)cc2)cs1
→ -14	6	-3	-7	-3	2	9	-28	-4	-11	-1
CC(C)(C)c1ccc(C(=O)NCCNC(=O)c2ccco2)cc1
→ 0	7	-18	3	-19	-3	-42	-5	7	3	2
O=C(COC(=O)Cc1c(Cl)cccc1Cl)NC1CCCC1
→ 8	3	-12	8	3	-9	-6	-17	19	-5	1
COc1cccc(/C=N/NC(=O)C[n+]2ccccc2)c1O
→ 3	3	-8	-4	3	-4	-3	-7	11	0	1
COC(=O)C1=C(Nc2ccc(OC)cc2)C=C(C)C(C(=O)OC)C1c1ccc(C)cc1 (stereo not drawn)
→ -10	4	13	20	12	-2	-17	-8	-14	-3	-1
CC(C)(C)NS(=O)(=O)c1ccc(NC(=S)NC(=O)C2CCC2)cc1
→ 32	3	-9	5	-2	10	13	1	20	-4	-5
Cc1c(C(=O)NCCSCc2ccccc2Cl)cccc1[N+](=O)[O-]
→ -9	0	8	6	13	7	32	9	-1	-5	x
Cc1ccc(/C=N/n2nnnc2N)cc1
→ -3	4	2	-22	13	-20	-42	-46	-40	-11	4
COc1cccc2cccc(/C=N/n3cnnc3)c12
→ -10	-1	-8	16	-5	-3	14	12	-37	-1	-12
COc1cc(C(=O)Nc2c(C(=O)O)[nH]c3ccc(Br)cc23)cc(OC)c1OC
→ 4	3	4	1	-3	17	-3	-37	-5	-1	-4
CCN1/C(=C2\OC(=S)N(C)C2=O)Sc2ccccc21
→ -29	0	-4	-34	-36	-19	-40	-19	0	-3	x
CCOC(=O)c1[nH]c2cc3c(cc2c1NC(=O)CN1CCN(CCO)CC1)OCO3
→ -7	3	34	0	-4	-3	-12	-9	-19	-13	-1
O=c1n(Cc2ccccc2)c(O)c2n1Cc1ccccc1N=C2c1ccc(C(F)(F)F)cc1
→ 21	x	-6	-28	x	4	12	3	-32	-1	-2
CSc1snc(SCC(N)=O)c1C#N
→ 15	2	-18	-10	-2	-8	-17	-15	2	3	23
C=CCNC(=O)c1ccc(N(C)S(=O)(=O)c2ccc(OC)cc2)cc1
→ 27	1	-14	6	3	-7	9	2	0	1	0
C=CCn1c(SCC(=O)N(CCO)CCO)nc2sc3c(c2c1=O)CCC3
→ -9	2	-15	12	-3	-14	11	13	-14	1	-2
CC(=O)N1CCOCCOCCN(C(C)=O)CCOCCOCC1
→ -2	-5	3	13	-5	-6	-5	6	-34	-1	-6

Individual results from the results shown.
`CCOc1ccc(-c2nc(-c3cccnc3)no2)cc1OCC` – TROY signal inh = -31
`CCc1cccc(C)c1NC(=O)c1cccc(N(C)C)c1` – TRAIL sens C8 = -9
`Cc1c(C)c2cc(Cl)c(OCC(=O)NCCCn3ccnc3)cc2oc1=O` – TROY signal inh = 0

Remaining list, next part.
Every second line gives: NR5A2 inv ag	TLR9-MyD88 inh	TRAIL sens C8	NCOA3 inh	LMP1 NFkB inh	NR2F2 inh	TROY signal inh	NCOA1 inh	NCOA2 inhibitor	NOD2-RIPK2 inh	Vif imaging
CCOC(=O)c1c(NC(=O)Cn2nnc3ccccc32)sc2c1CCC(C)C2 (stereo not drawn)
→ -1	-3	-6	-12	-5	4	24	-6	-9	-2	-17
Cc1cccc(CC(=O)N2CCN=C2SCc2ccc([N+](=O)[O-])cc2)c1
→ -12	0	-4	4	-8	-3	-8	-4	12	-6	3
CCN(CC)S(=O)(=O)c1ccc2c(c1)nc(SC(C)C(N)=O)n2-c1ccc(OC)cc1 (stereo not drawn)
→ 20	5	-4	3	1	21	-11	-48	1	-13	2
O=C(NC1CCCCC1)c1cccc(S(=O)(=O)N2CCCCC2)c1
→ -11	-3	19	-40	-3	3	-3	16	7	-2	4
Cc1c(C(=O)N2CCCCC2)c(S(=O)(=O)NCc2ccc(N(C)C)cc2)c(C)n1C
→ 7	17	-10	18	0	-12	3	-44	21	6	-10
CCCc1sc(N)nc1-c1ccc(C)cc1
→ -10	-1	0	-2	7	-6	-7	-3	15	-2	14
COc1ccc(S(=O)(=O)NCCCc2ccccc2)cc1
→ -2	7	-21	6	-3	9	9	9	10	5	2
Cc1ccc2nc(SCc3nnc(-c4cccs4)o3)[nH]c2c1
→ 8	2	-5	-1	-5	-10	-15	-18	-2	2	1
CCC(c1nnc(SCC(=O)Nc2cccc(S(N)(=O)=O)c2)n1-c1ccc(OC)cc1)N(C)C (stereo not drawn)
→ -10	-7	2	6	1	-2	3	-2	12	0	-9
CCCCNC(=O)C1(N2C(=O)c3ccccc3C2=O)CCCC1
→ -6	x	-4	-1	x	-3	-3	10	8	-9	-8
COc1ccc(/C=N/NC(=S)NCc2ccccc2)cc1OC
→ 21	-28	4	-1	4	2	-4	-6	10	-9	1
CCN(CCn1cccn1)Cc1ccccc1OCC(O)CN1CCc2ccccc2C1 (stereo not drawn)
→ 11	10	-7	-5	1	13	12	-19	23	3	-14
Cc1nn(-c2cccc([N+](=O)[O-])c2)c(N)c1-c1ccccc1
→ -85	-1	-2	-55	-11	-61	-25	-117	-68	-2	3
O=C(CSc1n[nH]c(-c2ccncc2)n1)Nc1ccccc1
→ 7	-15	9	14	-3	-6	9	14	3	-11	16
Cc1ccc(NC(=O)Nc2cccnc2)cc1Cl
→ -44	-3	16	-38	-10	-56	-38	-27	-32	1	x

More compounds follow:
SMILES	NR5A2 inv ag	TLR9-MyD88 inh	TRAIL sens C8	NCOA3 inh	LMP1 NFkB inh	NR2F2 inh	TROY signal inh	NCOA1 inh	NCOA2 inhibitor	NOD2-RIPK2 inh	Vif imaging
O=C(c1ccco1)N1CCN(Cc2ccc(F)cc2Cl)CC1	-86	7	-6	-33	-13	-33	-25	-31	-15	5	-5
COC(=O)C1=C(C(=O)OC)[C@@H]2Nc3ccccc3[C@@]23C[C@@H](C(=O)OC)N(C(=O)c2cccs2)C3=N1	-11	-5	2	-4	1	-3	1	0	1	-8	21
Cc1ccc(S(=O)(=O)CCC(=O)Nc2nnc(-c3cccs3)o2)cc1	-14	-1	-4	3	3	-3	3	-2	2	4	16
COCCOc1ccc(C(F)(F)F)cc1NC(=O)Cc1ccc(S(=O)(=O)N2CCOCC2)s1	19	-28	1	11	-2	3	-6	0	13	0	16
COC(=O)c1ccc(CNCC(=O)Nc2ccc(C(=O)OC)cc2)cc1	9	1	-5	3	5	-14	22	3	14	-2	-1
O=C1Nc2ccccc2C1(O)Cc1ccncc1 (stereo not drawn)	12	-1	4	13	4	2	4	-12	-2	-1	-4
Cc1cccc(NC(=O)c2sc3nc(N4CCOCC4)c4c(c3c2N)CCCC4)c1	-19	-3	2	-6	6	-14	-39	-30	-1	-5	-7

A portion taken from the entries so far:
SMILES	NR5A2 inv ag	TLR9-MyD88 inh	TRAIL sens C8	NCOA3 inh	LMP1 NFkB inh	NR2F2 inh	TROY signal inh	NCOA1 inh	NCOA2 inhibitor	NOD2-RIPK2 inh	Vif imaging
O=C(c1ccco1)N1CCN(Cc2ccc(F)cc2Cl)CC1	-86	7	-6	-33	-13	-33	-25	-31	-15	5	-5
COC(=O)C1=C(C(=O)OC)[C@@H]2Nc3ccccc3[C@@]23C[C@@H](C(=O)OC)N(C(=O)c2cccs2)C3=N1	-11	-5	2	-4	1	-3	1	0	1	-8	21
